# mABHD4 FP = inhibitors of mouse ABHD4 | Q8VD66 | purified mABHD4, FP-Rh probe fluorescence polarization | inhibition, % at 8.92 µM | 0.54% of 370,000 active | AID 720543;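 active = inhibition exceeding the mean over every tested compound plus 3 SD, cut at about 30% in these data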;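 note: 0% = plate median of compound wells and 100% = S159A mutant with DMSO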
# Target sequence (Q8VD66 whole entry, looked up): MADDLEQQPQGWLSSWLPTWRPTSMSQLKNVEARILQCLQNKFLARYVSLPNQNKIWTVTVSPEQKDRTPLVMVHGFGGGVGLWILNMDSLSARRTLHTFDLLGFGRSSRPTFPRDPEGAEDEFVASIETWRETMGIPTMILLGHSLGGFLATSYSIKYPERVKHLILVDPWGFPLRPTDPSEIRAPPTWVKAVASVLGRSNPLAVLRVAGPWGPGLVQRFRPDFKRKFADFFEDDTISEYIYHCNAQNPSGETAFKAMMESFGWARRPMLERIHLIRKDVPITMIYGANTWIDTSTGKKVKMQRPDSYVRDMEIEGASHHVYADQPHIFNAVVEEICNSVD
#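 Test system: mouse ABHD4 enzyme, wild type. Reagent: FP-Rh fluorescent activity-based probe, added after compound pre-incubation. Timing: pre-incubation 45 min, probe exposure 60 min, at 25 °C. Technique: FP readout, ex 525 nm / em 598 nm. Benchmarks: high control S159A mutant with DMSO, low control median of compound wells.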
# PRMT1 inh = PRMT1 (human) inhibition, primary screen. Q99873. recombinant PRMT1, activity-based probe fluorescence polarization. inhibition, % at 2.79 µM. 1.3% of 370,000 active. AID 652257;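 active = inhibition above about 21% made by adding two undisclosed values, limit read from the data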
# SIAE primary = human SIAE inhibition, primary screen | SIAE FP-Rh probe binding, fluorescence polarization | inhibition, % at 9.66 µM | 0.69% of 370,000 active | AID 1053197;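 active = inhibition above a cutoff: mean of compounds within the control limits plus 3 SD of those, cut at about 17% in these data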;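 note: 0% = plate median of compound wells and 100% = probe without SIAE protein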
# TCR CD3 inh = inhibitors of human TCR-CD3 interaction. inhibition, % at 9.4 µM. 0.37% of 360,000 active. TAMRA-labeled TCR probe fluorescence, biochemical; in the data active = inhibition above about 19%;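 note: recombinant mutant TCR 2C K166C tagged with TAMRA read by polarization; 0% = receptor in buffer alone and 100% = receptor with positive control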
# PG9 binder = PG9 antibody binding by small molecule; 0.43% of 360,000 active; inhibition, % at 6.7 µM; TR-FRET gp120-PG9 antibody binding; in the data active = inhibition above about 8.5%
# HTRA1 inh = HTRA1 (human) protease inhibition | Q92743 | recombinant HTRA1, FP-rhodamine activity-based probe, fluorescence polarization | inhibition, % at 5.96 µM | 0.5% of 340,000 active | AID 504803; in the data active = inhibition above about 36%;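 note: 0% = enzyme with DMSO and 100% = wells lacking enzyme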
# TDP2 inh = blocks human TDP2 phosphodiesterase activity; O95551; recombinant TDP2, T5PNP hydrolysis, p-nitrophenol absorbance 415 nm; inhibition, % at 12.8 µM; 0.34% of 370,000 active;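 active = inhibition above the mean of all tested compounds plus 3 SD, set per campaign, cut at about 25% in these data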;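 note: 0% = DMSO with enzyme and 100% = buffer with substrate but no TDP2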
#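 Evaluation: % inhibition relative to enzyme-containing and enzyme-free wells. Material: recombinant human TDP2. Benchmarks: enzyme-free and DMSO wells. Timing: enzyme reaction with compound for 2 h at 37 °C. Compound dosing: 12.8 µM only. Measured by: p-Nitrophenol epi absorbance. Reagent: T5PNP substrate at 5 mM, a TopII-DNA adduct mimic. Replication: single well per compound.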
# Rev-erbA mod = modulates human Rev-erb alpha binding to DNA | AID 1259318 | activity, % at 10 µM | Rev-erbα–FITC-DNA binding, fluorescence polarization, 90 min | 0.79% of 370,000 active;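 active = activity above about 14%, limit read from the data; passing the limit was not always enough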;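 note: 0% = DMSO wells with 35 nM protein and 100% = DMSO wells with 750 nM protein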
# Target sequence (P20393 whole entry, looked up): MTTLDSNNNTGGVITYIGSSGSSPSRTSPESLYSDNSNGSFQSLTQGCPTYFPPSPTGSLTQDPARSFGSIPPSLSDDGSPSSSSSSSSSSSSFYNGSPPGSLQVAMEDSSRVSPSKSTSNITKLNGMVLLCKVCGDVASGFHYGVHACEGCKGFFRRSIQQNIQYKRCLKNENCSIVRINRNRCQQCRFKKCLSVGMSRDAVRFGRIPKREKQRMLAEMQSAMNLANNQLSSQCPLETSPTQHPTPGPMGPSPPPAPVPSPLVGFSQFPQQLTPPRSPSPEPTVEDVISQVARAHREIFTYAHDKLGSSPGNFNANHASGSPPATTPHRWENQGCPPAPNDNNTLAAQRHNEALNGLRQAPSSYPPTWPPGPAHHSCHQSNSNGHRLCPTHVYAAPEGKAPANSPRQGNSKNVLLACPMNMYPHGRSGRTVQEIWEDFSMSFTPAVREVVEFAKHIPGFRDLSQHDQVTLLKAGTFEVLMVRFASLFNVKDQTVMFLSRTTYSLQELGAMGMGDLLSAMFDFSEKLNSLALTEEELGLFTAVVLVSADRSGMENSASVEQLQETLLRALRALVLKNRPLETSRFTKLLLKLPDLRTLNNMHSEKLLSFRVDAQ
# rCAG binder = molecules binding r(CAG) RNA repeats; r(CAG) RNA repeat, TO-PRO-1 dye displacement fluorescence; inhibition, % at 3 µM; 1.3% of 370,000 active;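 active = inhibition above the plate cutoff, the mean of all test compounds on that plate plus 3 SD, cut at about 35% in these data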;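 note: 0% = DMSO alone and 100% = 100 µM mitoxantrone as full dye displacement; higher means more dye released from RNA so lower well fluorescence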
# LEDGF integ inh = blocks HIV-1 LEDGF/p75-dependent DNA integration. 0.64% of 370,000 active. AID 743269. TR-FRET IN-LEDGF/p75 DNA integration, Eu/Cy5. inhibition, % at 3.7 µM;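 active = inhibition above the screen-wide mean plus 3 SD, cut at about 13% in these data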;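 note: signal is the Cy5 over europium emission ratio at 671 and 618 nm; 0% = plate median of compound wells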
# Active calls of the source: *; x = no result given.
SMILES,mABHD4 FP,PRMT1 inh,SIAE primary,TCR CD3 inh,PG9 binder,HTRA1 inh,TDP2 inh,Rev-erbA mod,rCAG binder,LEDGF integ inh
O=C(Cn1nc(C(F)(F)F)cc1C1CC1)Nc1ccccc1F,-2,-2,7,9,-1.4,3,4,-4,0,-1
S=C(NCCCc1ccccc1)NC1CCCCC1,-4,-5,-1,-1,-2.7,-4,-19,-2,-3,1
O=C1c2ccccc2-c2c1cccc2C(=O)N1CCOCC1,-4,0,-1,-2,1.0,-1,4,0,-2,4
CCCCOc1ccc(C(=O)NCC(=O)NC(C)CCc2ccccc2)cc1 (stereo not given),0,-1,-2,0,-2.3,-20,7,-2,-1,-4
CCCC1CCC2(CC1)CCC2OC(=S)NCc1cccc(OC)c1 (stereo not given),-20,5,-5,x,x,x,-2,8,x,-2
CCC1CCc2sc(C(=O)NNC(=S)NCC3CCCO3)cc2C1 (stereo not given),5,1,-1,8,-1.0,-15,2,-7,22,0
CSc1ccc(CN2CCCCCC2)cc1,7,-2,7,11,-0.7,6,9,-3,0,-4
C=CCOC(=O)c1ccccc1C(=O)OCC=C,1,-3,-1,-1,0.7,6,-2,-9,-3,-2
Nc1ccn(-c2ncc(C(F)(F)F)cc2Cl)c(=O)n1,5,-2,-1,9,-1.3,-3,3,-2,5,4
CCCS(=O)(=O)N1CCCC(C(=O)NCCN2CCOCC2)C1 (stereo not given),-4,2,1,-9,1.6,5,-1,10,-1,-3
COc1cc(C(=O)OCCc2cc3ccccc3c(=O)o2)cc(OC)c1OC,1,1,-10,-1,-2.3,-20,-10,-1,3,-2
CC1(OC(=O)CCc2ccccc2)C(=O)C=C2C=C(c3ccc(C#N)cc3)N(Cc3ccccc3)C=C2C1=O (stereo not given),10,2,6,-7,-0.7,25,-6,3,17,0
COc1ccc(S(=O)(=O)N2CCC(NC(=O)OCc3c(Cl)cccc3Cl)CC2)cc1,-6,0,-9,5,-1.5,-2,-7,-2,0,4
O=C(c1ccc(S(=O)(=O)Nc2ccccc2F)cc1)N1CCC1,-1,-2,3,8,-0.3,-3,-2,-7,3,4
COc1cccc(NS(=O)(=O)c2cc3c4c(c2)CCC(=O)N4CCC3)c1,1,0,-2,-1,-0.5,-2,9,3,-4,1
COc1ccc(-n2cnnc2SCC(=O)Nc2cccc([N+](=O)[O-])c2)cc1,-4,0,6,4,-2.5,3,9,-3,0,0
CCCC(=NCC(=O)O)C1=C(O)C(C(=O)OC)C(C)(C)CC1=O (stereo not given),8,4,1,-7,-0.5,4,-1,-3,-1,0
O=S1(=O)NC(=NCc2ccco2)c2ccccc21,2,2,-2,7,-2.9,2,4,0,1,2
Cc1ccc2c(c1)-c1ccccc1S(=O)(=O)N2,6,-1,-1,2,1.4,-3,-1,-4,4,-4
Cc1ccccc1-n1c(Cn2c(=O)sc3ccccc32)nnc1SCC(=O)NCC1CCCO1 (stereo not given),9,-2,2,0,-1.3,0,5,0,-6,1
Cc1nc2cc(NC(=O)N3CC4(C)CC3CC(C)(C)C4)ccc2n1C (stereo not given),9,3,-4,5,-2.6,2,2,-1,-5,0
Cc1ccc(S(=O)(=O)N(C)[C@H]2C[C@H]3c4cc(-c5ccc6c(c5)OCO6)ccc4CCN3C[C@H]2[C@H](C)O)cc1,0,6,-10,-5,-0.6,x,5,1,9,-3
O=C(CN1C(=O)c2cccnc2Oc2ccc(Cl)cc21)NC1CCCCC1,0,1,-10,-1,0.1,-4,4,0,0,0
O=C(NCCc1ccc2c(c1)OCCO2)c1ccccn1,-7,-1,-5,1,-1.7,0,0,-1,1,0
Cc1ccc(N(C(=O)Cn2nnc3ccccc32)C(C(=O)NCc2ccco2)c2cccnc2)cc1 (stereo not given),10,0,1,7,-1.6,2,0,-1,-5,-3
COc1ccc(NCN2C(=O)C3C4C=CC(C4)C3C2=O)cc1 (stereo not given),1,1,8,-1,-2.3,9,7,1,2,-1
Cn1cccc1C(=O)Nc1ccc(N2CCOCC2)cc1,5,0,12,2,-2.4,8,5,5,3,-7
O=C(NCc1ccccn1)C1CCCN(S(=O)(=O)c2ccc(Br)cc2)C1 (stereo not given),-1,1,-1,-7,-0.1,-4,7,3,-5,-6
O=S(=O)(c1ccccc1)c1cnc(-c2cccnc2)nc1-c1ccc(Cl)cc1Cl,-2,3,-9,3,1.0,-22,1,7,0,-1
CCc1onc(C)c1C(=O)O,-7,-2,-2,-5,-2.8,8,-12,4,6,5
CCOC(=O)CSc1nc2c([nH]c3ccccc32)c(=O)n1C,-9,11,-1,-8,0.2,1,-1,6,2,-3
O=C(/C=C/c1ccccc1Cl)N1CCN(c2ncccn2)CC1,1,1,0,-1,-2.2,4,6,-3,-5,-2
COc1ccccc1-n1c(CNc2c(C)cccc2C)nnc1SCC(=O)N1CCOCC1,-2,-3,-3,2,1.0,5,-2,-4,-2,0
CCN(c1ccccc1)S(=O)(=O)c1ccc(N)cc1,3,-3,6,4,0.7,-2,11,6,1,1
COc1cc(C(=S)N2CCOCC2)ccc1OS(=O)(=O)c1ccc(C)cc1,0,5,-3,-7,0.3,-4,-14,-3,1,20*
O=C(N/N=C/c1cccc2ccccc12)c1cc2ccccc2o1,-13,-1,-10,-5,-0.9,-20,0,-2,9,3
CC(C)(C)OC(=O)NC(Cc1ccccc1)C(=O)N1CCC(C(=O)NCC(=O)Nc2ccc(F)cc2)CC1 (stereo not given),1,21,0,7,0.2,1,18,3,-29,4
CCNc1ccc(C(=O)OCC(=O)N2c3ccccc3NC(=O)C2(C)C)cc1[N+](=O)[O-],1,-3,1,3,-0.7,-9,-10,0,2,1
O=C(O)c1ccc2c(c1)CC(c1ccccc1)OC2=O (stereo not given),4,1,3,4,-1.7,-6,9,1,1,-1
O=c1c2c(nc3cc(-c4cccc(F)c4)[nH]n13)CCC2,-1,0,4,-5,-3.1,-6,2,1,4,1
CN(C(=O)COC(=O)c1cncc(Br)c1)C1CCCCC1,-3,1,5,-2,1.9,1,8,1,1,16*
Cc1ccc(S(=O)(=O)N2CCC[C@H]2C(=O)OCc2cc(=O)oc3cc(C)ccc23)cc1,1,1,-6,-8,-3.1,-17,0,9,5,-1
O=C(CCNC(=O)c1ccc([N+](=O)[O-])cc1)Nc1ccccc1N1CCCCC1,12,3,14,0,2.6,-2,-2,10,-3,-1
O=Cc1ccc(N2CCN(S(=O)(=O)c3ccc4c(c3)CC(=O)N4)CC2)cc1,5,15,-17,-3,-1.9,x,0,-2,28,24*
CCn1cc(C(=O)NCc2ccccn2)c(=O)c2cc(F)c(N3CCN(C)CC3)cc21,-3,-2,15,-4,-4.0,5,14,-6,-5,-2
Cc1sc(Cc2nc(O)cs2)nc1-c1ccccc1,-1,58*,3,-1,-1.4,x,-5,-2,18,3
CSc1ccc(CNC(=O)Cc2ccc(NC(=O)C3=C(C)OCCS3)cc2)cc1,9,7,1,-2,0.3,-14,-7,4,3,-4
CN1c2ccc(Cl)cc2C(=O)NC1c1ccc([N+](=O)[O-])s1 (stereo not given),0,-1,8,6,-2.0,-9,6,8,1,3
Fc1ccccc1OCCCCCCN1CCCC1,0,-3,-3,3,-1.8,-8,0,-2,-5,-3
CCOC(=O)N1CCN(C(=O)c2ccc(CNS(=O)(=O)c3ccc(NC(C)=O)cc3)cc2)CC1,-7,0,-4,-2,-0.5,-2,15,1,-1,2
O=C(CCc1nc2ccccc2c(=O)[nH]1)Nc1cc(C(F)(F)F)ccc1N1CCOCC1,4,5,-3,3,1.4,-1,7,-3,-4,2
Cc1ccc(S(=O)(=O)N2CCN(C(=O)Cn3cnc4c3c(=O)n(C)c(=O)n4C)CC2)cc1C,-1,0,1,3,-2.6,0,-12,3,9,3
CC(C)C(c1nnnn1Cc1ccccc1)N1CCc2ccccc2C1 (stereo not given),0,7,12,-3,0.2,-6,-3,3,-4,1
CCOC(=O)COn1c(=O)c(-c2ccc(F)cc2)[n+]([O-])c2ccccc21,1,0,7,7,-2.5,8,13,0,0,3
Cc1ncoc1C(=O)N1CCCC(C(=O)c2cccc(C(F)(F)F)c2)C1 (stereo not given),7,1,7,-3,1.9,10,13,-5,-5,-2
COc1cccc(CNC(=O)CCC2CCCN(C(=O)c3cc(C)on3)C2)c1 (stereo not given),7,1,4,5,2.0,2,-3,-4,-4,-1
CCOc1ccc(N2C(=O)/C(=C/c3cccs3)N(CC(=O)OC)C2=S)cc1,5,-1,-11,0,-3.2,2,5,-4,-3,1
O=C(CNCc1ccccc1[N+](=O)[O-])N1CCC2(CC1)OCCO2,-1,3,4,x,x,x,6,1,6,1
CC(Cl)C(=O)N1CCC(C(=O)NCC2COc3ccccc3O2)CC1 (stereo not given),3,9,-2,x,x,x,7,1,3,-2
O=C(O)CCC(=O)N1CC=C(c2ccccc2)CC1,-5,-1,0,-3,0.9,-5,2,-2,-4,-4

# Whole records, quoted from the list. Order of values: mABHD4 FP, PRMT1 inh, SIAE primary, TCR CD3 inh, PG9 binder, HTRA1 inh, TDP2 inh, Rev-erbA mod, rCAG binder, LEDGF integ inh
# Record of O=C(NCc1ccccn1)C1CCCN(S(=O)(=O)c2ccc(Br)cc2)C1 (stereo not given) : -1, 1, -1, -7, -0.1, -4, 7, 3, -5, -6
# Record of O=C(c1ccc(S(=O)(=O)Nc2ccccc2F)cc1)N1CCC1 : -1, -2, 3, 8, -0.3, -3, -2, -7, 3, 4
# Record of COc1cccc(CNC(=O)CCC2CCCN(C(=O)c3cc(C)on3)C2)c1 (stereo not given) : 7, 1, 4, 5, 2.0, 2, -3, -4, -4, -1
# Record of O=C(CCNC(=O)c1ccc([N+](=O)[O-])cc1)Nc1ccccc1N1CCCCC1 : 12, 3, 14, 0, 2.6, -2, -2, 10, -3, -1

# Next compounds
SMILES,mABHD4 FP,PRMT1 inh,SIAE primary,TCR CD3 inh,PG9 binder,HTRA1 inh,TDP2 inh,Rev-erbA mod,rCAG binder,LEDGF integ inh
N#C/C(=C\Nc1ccc(Cl)cn1)S(=O)(=O)c1ccccc1,-2,-5,1,-1,-1.3,-3,14,5,4,3
CCCn1c(=N)n(CC(=O)O)c2ccccc21,11,1,-6,-3,0.1,-2,9,-2,-1,-2
S=C(NCCc1ccccc1)N1CCn2cccc2C1c1ccncc1 (stereo not given),-4,7,4,-4,-0.5,-5,-10,-2,1,-3
N#CCCN1CCN(CCC#N)C1=S,-5,-4,0,0,-0.4,-1,-9,-3,3,2
Cc1cc2c(c(=O)o1)[C@@]1(C(=O)N(C)c3ccccc31)C1=C(CC(C)(C)CC1=O)O2,0,-1,8,0,0.3,x,-2,-4,1,-1
Cc1cccc(NC(=O)C2CCN(S(=O)(=O)c3cccc4cccnc34)CC2)n1,5,0,-2,-3,0.3,-9,2,-1,0,0
Cc1ccccc1NC(=O)CSC1=NCCN1,3,10,3,1,1.4,2,1,-1,0,0
O=C(CSc1ccc(Cl)cc1)Nc1ccc(NC(=O)c2ccco2)cc1,1,-3,-6,-8,1.3,1,4,-8,0,-1

# Screening data (PubChem)

# The list is partial (hit frequency here may not be typical).
